Screening results from PubChem.
OX1R antag: blocks the human orexin 1 receptor. O43613. CHO/OX1R cells, Fluo-8 calcium fluorescence, orexin A. inhibition, % at 5 µM. actives 0.43% (n = 330,000). AID 434989;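 active = inhibition above its plate's threshold, mean inhibition of all tested compounds on the plate plus 3 SD, cut at about 37% in these data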;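 note: 0% = orexin A challenge wells and 100% = SB-334867-A antagonist wells; not every result past the cut was called active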
Target sequence (O43613 whole entry, looked up): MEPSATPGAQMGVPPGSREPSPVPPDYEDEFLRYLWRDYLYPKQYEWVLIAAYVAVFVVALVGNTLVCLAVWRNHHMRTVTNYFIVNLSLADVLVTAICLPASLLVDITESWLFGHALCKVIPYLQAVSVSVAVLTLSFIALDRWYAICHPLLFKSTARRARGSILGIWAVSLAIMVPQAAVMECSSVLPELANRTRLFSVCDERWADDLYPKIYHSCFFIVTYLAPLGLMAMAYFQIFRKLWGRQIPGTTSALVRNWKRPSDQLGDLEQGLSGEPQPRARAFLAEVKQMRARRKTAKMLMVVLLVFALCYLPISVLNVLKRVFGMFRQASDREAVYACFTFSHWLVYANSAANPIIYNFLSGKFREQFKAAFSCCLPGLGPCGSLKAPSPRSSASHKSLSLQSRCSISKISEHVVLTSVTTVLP
CHT PAM: human CHT allosteric activation | Q9GZV3 | CHT-expressing cells, membrane potential dye, choline EC20; hits give high values; LV-AA mutant CHT in HEK293 cells | B-score at 10 µM | actives 0.49% (n = 310,000) | AID 488977;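 active = initial fluorescence not abnormally high and integrated response B-score, plate-corrected, over 3 SD above library mean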
Target sequence (Q9GZV3 whole entry, looked up): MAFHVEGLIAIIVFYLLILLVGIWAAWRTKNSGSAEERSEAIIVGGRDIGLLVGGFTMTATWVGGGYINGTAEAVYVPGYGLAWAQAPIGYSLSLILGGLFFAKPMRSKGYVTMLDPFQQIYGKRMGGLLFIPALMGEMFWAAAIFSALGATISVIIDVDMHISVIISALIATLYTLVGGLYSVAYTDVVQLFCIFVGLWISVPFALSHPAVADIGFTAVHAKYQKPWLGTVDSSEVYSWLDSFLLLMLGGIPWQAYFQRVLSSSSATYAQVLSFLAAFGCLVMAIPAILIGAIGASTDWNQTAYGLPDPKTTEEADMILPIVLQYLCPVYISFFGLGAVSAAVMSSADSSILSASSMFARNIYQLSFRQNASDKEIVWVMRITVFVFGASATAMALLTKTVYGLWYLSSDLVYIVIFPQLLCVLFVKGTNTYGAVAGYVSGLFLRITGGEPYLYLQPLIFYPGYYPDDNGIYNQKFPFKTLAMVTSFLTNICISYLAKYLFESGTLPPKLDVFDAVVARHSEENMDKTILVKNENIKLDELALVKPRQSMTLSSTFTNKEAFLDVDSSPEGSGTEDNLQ
Numbers without * were called inactive; i = inactive; / = not tested or not shown.

SMILES	OX1R antag	CHT PAM
O=C(Cc1cccs1)N1CCN(S(=O)(=O)c2ccc(Cl)c(C(F)(F)F)c2)CC1	-30	/
O=[N+]([O-])c1ccc(-[n+]2nc(-c3ccccc3)nn2-c2ccccc2)cc1	-2	i
Cc1ccc(-c2nnc(-c3ccccc3)o2)cc1	-8	i
Cc1ccc(NC(=O)COC(=O)c2cccc(C)c2[N+](=O)[O-])cc1S(=O)(=O)N1CCCCC1	44*	/
Cc1ccc(NC(=O)CN(C)S(=O)(=O)c2cccs2)cc1F	-11	i
C/C(=N/NS(=O)(=O)c1ccc(Br)cc1)c1ccc(C)o1	9	i
COc1ccc(CNc2nc3ccccc3n2C)c(O)c1	-18	i
Cc1cc(-c2ccccc2)nc(SC(C(=O)O)c2ccccc2)n1 (stereo unspecified)	5	i
CCN1CCN(CCOc2ccc(Cl)cc2)CC1	-16	i
CC(NCCC(c1ccccc1)c1ccccc1)c1ccccc1 (stereo unspecified)	-24	i
COc1ccccc1NC(=O)COC(=O)Cn1cnc2c1c(=O)n(C)c(=O)n2C	-10	/
COc1cc(CCCN2C(=O)C(=O)NC[C@@H]2c2ccccc2)cc(OC)c1OC	-3	i
O=C(COC(=O)c1ccc(Br)cc1)NCc1ccccc1	-10	i
C=CCC1C=C(Cc2ccccc2)CC(CC=C)N1 (stereo unspecified)	10	i
COc1ccc(NC(=O)/C(C#N)=C\c2cc(OC)c(OCc3ccc(C(=O)O)cc3)cc2Br)cc1	2	i
CCC1CCc2sc(C(=O)N3CCCN(C)CC3)cc2C1 (stereo unspecified)	-32	i
CCOC(=O)C1CCN(C(=O)Cn2cc(C(=O)c3ccco3)c3ccccc32)CC1	-36	i
COc1ccc(C(CC(=O)N2CCCC2)C(C)C)cc1 (stereo unspecified)	-16	i
CC1CC(C)CN(S(=O)(=O)c2ccc3c(c2)oc(=O)n3CC(=O)NCc2cccnc2)C1 (stereo unspecified)	-22	i
Cc1ccc(S(=O)(=O)N(C)CC(=O)N2CCOCC2)cc1	-14	i
N#Cc1c(NC(=O)/C=C/C(=O)O)sc2c1CCN(Cc1ccccc1)C2	-19	i
CCCN(CCC)C(=O)Cn1c(=O)n(CCC(=O)NCCc2ccccc2)c(=O)c2ccccc21	-21	i
CCOc1ccccc1C1CC(=O)Nc2cc(OC)c(OC)c(OC)c21 (stereo unspecified)	-29	i
N#C/C(=C\c1ccc(Cl)cc1)C(=O)NC1CC1	-8	i
O=C(Cc1ccccc1)NNS(=O)(=O)c1ccccc1[N+](=O)[O-]	-6	i
SMILES	OX1R antag	CHT PAM
C=CCN1c2ccccc2[C@]23C[C@@H](C(=O)OC)N(C(=O)C4CCC4)C2=NC(C(=O)OC)=C(C(=O)OC)[C@H]13	-51	i
CSc1nnc2ccc(-c3ccc(C)cc3)nn12	-17	i
O=C(NCc1ccco1)C(=O)NCC1OCCN1S(=O)(=O)c1ccccc1 (stereo unspecified)	-5	i
CCC(=O)Nc1c(-c2ccc(C)cc2)c(=O)c2ccccc2n1C	/	i
Cc1cccc2c(=O)n3c(nc12)CCCCC3	-13	i
O=C(c1cccs1)N1CCN(CCc2ccccc2)CC1	-70	i
Cc1ccc(NC2c3ncccc3C(=O)N2C2CCCCC2)cc1 (stereo unspecified)	-31	i
COc1ccc2cc3cc(C(=O)NCc4cccs4)oc3nc2c1	0	i
Nc1ncc(Br)cc1N=Cc1ccccc1	-10	i
CCC(C)(C)c1ccc(OCC(=O)Nc2ccncc2)cc1	78*	i
Cc1ccc2cc(C)c(SCC#N)nc2c1	-16	i
O=C(COC(=O)c1ccc2ncsc2c1)Nc1ncc(Cl)cc1Cl	-6	i
NC(=O)C1CCCN(C(=S)Nc2cccc3ccccc23)C1 (stereo unspecified)	-6	i
O=C1/C(=C/c2ccc3c(c2)OCO3)Oc2cc(OCC(=O)N3CC(O)C[C@H]3C(=O)O)ccc21 (stereo partly specified)	-5	i
Cn1c(CSCc2ccc(F)cc2)nnc1SCC(=O)Nc1nccs1	-16	i
CCOC(=O)c1cnc2ccc(OC)cc2c1Nc1ccc2c(c1)OCCO2	-14	i
NC(=O)[C@@H]1CCCN1C(=O)c1ccc2oc(CCc3ccccc3)nc2c1	/	i
O=C(CN1C(=O)c2cccnc2Oc2ccc(Cl)cc21)N1CCOCC1	-10	i
Cc1ccc(NC(=O)COC(=O)CN2C(=O)c3ccccc3C2=O)cc1S(=O)(=O)N(C)C	-12	i
O=C(CNC(=O)c1ccc(F)cc1)N/N=C/c1ccc(O)c([N+](=O)[O-])c1	-1	i
CC(C)(C)OC(=O)N/N=C/c1c[nH]c2ccccc12	-8	i
CCc1c(C)sc(NC(=S)N2CCN(S(C)(=O)=O)CC2)c1C(=O)OC	-25	i
CCOc1ccc(NC(=S)NCCN2CCN(Cc3ccccc3)CC2)cc1	-44	i
CCOc1ccc(-c2cccc(NS(=O)(=O)c3cc([N+](=O)[O-])ccc3C)c2)nn1	-44	i
COC(=O)c1[nH]c2ccc(C)cc2c1NC(=O)CN1CCCC(C)(C)C1	-30	i

Records above that bear a hit mark in OX1R antag.
molecule | OX1R antag
Cc1ccc(NC(=O)COC(=O)c2cccc(C)c2[N+](=O)[O-])cc1S(=O)(=O)N1CCCCC1 | 44*
CCC(C)(C)c1ccc(OCC(=O)Nc2ccncc2)cc1 | 78*

Next compounds
SMILES	OX1R antag	CHT PAM
COc1ccc2ccn(S(=O)(=O)c3ccccc3)c2c1	-10	i
COc1ccc(S(=O)(=O)N2CC(C(=O)O)Oc3ccc(CC(=O)O)cc32)cc1 (stereo unspecified)	-5	i
O=C(Nc1ccncc1)c1ccc(Cl)c(Cl)c1	2	i
COc1ccc(C(=O)n2nc(-c3ccco3)nc2N)cc1	-16	i
CC1(C)CC(=O)c2ccc(OCc3ccc([N+](=O)[O-])cc3)cc2O1	-13	i
COc1ccc(CNC(=O)c2noc3c2CCCC3)cc1	-6	i
CCCc1ccc(OCC(=O)O)cc1	-6	i
CC(C)C(=O)Nc1ccc(C(=O)NNC(=O)CCc2ccccc2)cc1	8	i
Cc1ccc(C)c(NC(=O)CSc2n[nH]c(-c3ccccn3)n2)c1	-7	i
Cc1sc(NC(=O)c2ccco2)c(C(c2cccnc2)N2CCC(C)CC2)c1C (stereo unspecified)	4	i
CCC(=O)NCC(c1ccco1)N1CCN(c2ccc(OC)cc2)CC1 (stereo unspecified)	-17	i
Cc1ccc(C(=O)N2CCN(c3ncccn3)CC2)cc1NC1=NC2CS(=O)(=O)CC2S1 (stereo unspecified)	1	i
Cc1c(C(=O)NCc2ccccn2)oc2ccc(S(=O)(=O)N3CCOCC3)cc12	-26	i
COC(=O)c1sccc1NC(=O)Nc1ccc(OC)cc1OC	-23	i
C=CCOC(=O)CCCCCCCC	8	/
C=CC(=O)OCCOCCOCCOCCOC(=O)C=C	-10	/
COC(=O)C1=C(C(=O)c2ccccc2)C(c2ccccc2)n2nnnc2N1 (stereo unspecified)	-3	i
COCCn1c(SCC(=O)c2c(-c3ccccc3)n(C)c3ccccc23)nnc1-c1ccncc1	-29	i
CC(=O)c1ccc(NCC2COc3ccccc3O2)c([N+](=O)[O-])c1 (stereo unspecified)	-9	i
O=[N+]([O-])c1ccccc1/C=C/CN1CCSCC1	-6	i
CC(=O)c1c(C)[nH]c(C(=O)OCCOc2ccccc2)c1C	2	i
COC(=O)c1ccc(Nc2ccc3nonc3c2[N+](=O)[O-])cc1	-3	i
CC1(C)CC(=O)C=C(Nc2ccc(Cl)c(Br)c2)C1	-30	i
Cc1cccc(NC(=O)c2nc[nH]c2C(=O)NCc2ccccc2)c1	0	/
CC(C)c1ccc(/C=C/C(=O)NC(=S)Nc2ccc(CN3CCOCC3)cc2)cc1	-3	i
SMILES	OX1R antag	CHT PAM
COC(=O)c1cccc(NC(=O)CN2CCC(NC(=O)c3cc(OC)c(OC)c(OC)c3)CC2)c1	-26	i
COCCNC(=O)COC(=O)c1cc(-c2ccc(OC)cc2)nc2ccccc12	-7	i
COc1ccccc1C1CC(c2ccc(NS(C)(=O)=O)cc2)=NN1S(=O)(=O)c1ccccc1 (stereo unspecified)	-15	i
Cc1cc(NC(=O)c2ccc([N+](=O)[O-])cc2)n(CCC#N)n1	-4	i
COc1ccc(S(=O)(=O)Nc2cc(C)ccn2)cc1OC	-7	i
COc1ccc(S(=O)(=O)N2CCOC2CNC(=O)C(=O)NCCN2CCOCC2)cc1 (stereo unspecified)	-23	i
COc1ccccc1OCCOCCOc1ccc(C)cc1Br	-17	i
O=C(CN1C(=O)CSc2ccccc21)NCCC1=CCCCC1	-11	i
O=C(NCc1ccco1)c1ccc2nccnc2c1	-6	i
Cc1cccc(C(=O)NC(C)C2CC3CCC2C3)c1 (stereo unspecified)	-23	i
CC(=O)NNS(=O)(=O)c1ccccc1[N+](=O)[O-]	-4	i
CCC(=O)Oc1cccc(C(=O)Nc2cccc(NC(=O)c3ccco3)c2)c1	-28	i
COC(=O)c1c(NC(=O)CC2Nc3cc(C)c(C)cc3NC2=O)sc(C)c1C (stereo unspecified)	-15	i
COc1nccnc1NS(=O)(=O)c1ccc(N=Cc2c(C)[nH]n(-c3ccccc3)c2=O)cc1	-3	i
CN(C)c1ccc(-c2ccccc2)nn1	-21	i
CCOc1ccc(OCc2cccc(C(=O)N/N=C/c3cccnc3)c2)cc1	-30	i
COc1cc(NC(=O)CCc2nnc3ccc(N4CCN(c5cccc(OC)c5)CC4)nn23)cc(OC)c1	-27	i
Cc1ccc2cc(C#N)c(N3CCCN(S(=O)(=O)c4ccc(F)cc4)CC3)nc2c1	3	i
Cc1cc(C)c2[nH]c(C(=O)Nc3ccc4c(c3)OCO4)cc2c1	-3	i
COc1ccc(CC(=O)NNC(=O)CN(C)S(=O)(=O)c2ccc(Cl)cc2)cc1OC	-15	/
CC(NC(=O)/C(=C\c1cccc([N+](=O)[O-])c1)NC(=O)c1ccco1)C(=O)O (stereo unspecified)	3	i
O=C(c1ccco1)N1CCN(CC(O)Cn2c3ccccc3c3ccccc32)CC1 (stereo unspecified)	-6	i
O=C(C1=C(O)C(=O)N(CCCn2ccnc2)C1c1ccc(F)cc1)c1ccco1 (stereo unspecified)	1	i
OC[C@H]1O[C@@H](n2cnc3c(NC4CCCC4)nc(Cl)nc32)[C@H](O)[C@@H]1O	-13	i
Cc1cc(/C=N/NC(N)=O)c(C)n1C1CCCCC1	-18	i
SMILES	OX1R antag	CHT PAM
COc1cc(NC(=S)NCCCN2CCOCC2)cc(OC)c1OC	-16	i
CC1(C)CC(=O)C(C=NCCN2CCN(C(=O)c3ccc(F)cc3)CC2)=C(O)C1	-21	i
CC(C)Sc1nc(N2CCOCC2)c2c(c1C#N)CC(C)(C)SC2	-13	i
COc1cccc(C(=O)Nc2cc(-c3cn4cccnc4n3)ccc2C)c1	-24	i
CCOc1ccc(OCC(=O)OC(C)C(=O)NC2CCCC2)cc1 (stereo unspecified)	-5	/
CC(CC(=O)Nc1ccccc1C(F)(F)F)c1ccccc1 (stereo unspecified)	-15	i
O=C(Cn1c(-c2cncs2)nc2ccccc21)NCc1ccccc1	-25	i
O=C(CCCN1C(=O)C(c2ccccc2)Oc2cccnc21)NCCc1ccc(Cl)cc1 (stereo unspecified)	0	i
CC1CCN(c2nc3c(cc2C#N)COC(C)(C)C3)CC1	-22	i
O=c1[nH][nH]cc1C=Nc1cc(Cl)ccc1O	2	i
CN(Cc1ccccn1)C(=O)C1CCC(=O)N(Cc2cccc(C(F)(F)F)c2)C1 (stereo unspecified)	-11	i
COc1ccccc1OCCCCCc1c(C)n[nH]c1C	43	i
COc1ccc(NS(=O)(=O)c2ccc(C)c(NC(=O)c3ccc(C)c(S(=O)(=O)N4CCOCC4)c3)c2)cc1	-13	i
Cc1c2c(nc3c(C(=O)NC4CCCCC4C)cnn13)CCCC2 (stereo unspecified)	-27	i
C[C@@H]1CC[C@H]2C(=O)N3[C@@H](CC[C@@H](C)[C@@H]3c3ccc(Br)cc3)C(=O)N2[C@H]1c1ccc(Br)cc1	-61	i
Cc1nnc(SCC(=O)N(C)C2CCCCC2)n1C	-9	/
COC(=O)c1c(NC(=O)COC(=O)c2ccc(NC(=O)CC#N)cc2)sc2c1CCCCC2	-37	i
CN(C)C1(CNC(=O)C2CCC(=O)N(CCc3ccc(Cl)cc3)C2)CCCCC1 (stereo unspecified)	-24	i
COc1ccc(NC(=O)Nc2ccc3c(c2)CCC3)c(OC)c1	-27	i
COc1ccc2[nH]c(=O)cc(C(=O)O)c2c1	-15	i

Entries shown so far with a furan ring, fused or not, in the order listed:
SMILES	OX1R antag	CHT PAM
C/C(=N/NS(=O)(=O)c1ccc(Br)cc1)c1ccc(C)o1	9	i
CCOC(=O)C1CCN(C(=O)Cn2cc(C(=O)c3ccco3)c3ccccc32)CC1	-36	i
O=C(NCc1ccco1)C(=O)NCC1OCCN1S(=O)(=O)c1ccccc1 (stereo unspecified)	-5	i
COc1ccc2cc3cc(C(=O)NCc4cccs4)oc3nc2c1	0	i
COc1ccc(C(=O)n2nc(-c3ccco3)nc2N)cc1	-16	i
Cc1sc(NC(=O)c2ccco2)c(C(c2cccnc2)N2CCC(C)CC2)c1C (stereo unspecified)	4	i
CCC(=O)NCC(c1ccco1)N1CCN(c2ccc(OC)cc2)CC1 (stereo unspecified)	-17	i
Cc1c(C(=O)NCc2ccccn2)oc2ccc(S(=O)(=O)N3CCOCC3)cc12	-26	i
O=C(NCc1ccco1)c1ccc2nccnc2c1	-6	i
CCC(=O)Oc1cccc(C(=O)Nc2cccc(NC(=O)c3ccco3)c2)c1	-28	i
CC(NC(=O)/C(=C\c1cccc([N+](=O)[O-])c1)NC(=O)c1ccco1)C(=O)O (stereo unspecified)	3	i
O=C(c1ccco1)N1CCN(CC(O)Cn2c3ccccc3c3ccccc32)CC1 (stereo unspecified)	-6	i
O=C(C1=C(O)C(=O)N(CCCn2ccnc2)C1c1ccc(F)cc1)c1ccco1 (stereo unspecified)	1	i
